Screens as filed in PubChem.
NLRP3 yeast inh = blocks the NALP3 inflammasome reconstituted in yeast. Yeast reconstituted NLRP3/ASC/caspase-1, beta-gal luminescence, 24 h. inhibition, % at 10 µM. 0.39% of 330,000 active. AID 2825;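 active = inhibition of 50% or more; inactive = inhibition below 50%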;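 also: plate controls were induced DMSO wells for no effect and uninduced yeast grown without galactose for full effect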
HKDC1 inh = HKDC1 (human) hexokinase inhibition; inhibition, % at 20 µM; AID 493160; 0.16% of 340,000 active; Q2TB90; recombinant HKDC1, G6PDH/diaphorase resazurin coupled fluorescence;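 active = inhibition above about 35% when tested at 20 µM, limit read from the data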;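 also: plate controls were DMSO wells with enzyme for no effect and DMSO wells lacking enzyme for full effect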
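Test system: Recombinant HKDC1 (HK5) hexokinase enzyme, produced in-house | Input: HKDC1 at 5 µg/mL | Buffer or medium: Tris pH 8.0 buffer with MgCl2, Tween-20, BSA, BME | Schedule: 90 min reaction incubation at room temperature, dark | Technique: Resazurin-to-resorufin fluorescence via G6PDH and diaphorase coupling, 525/613 nm | Controls: DMSO wells with and without enzyme mix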
SENP6 inh = inhibitors of human SENP6 protease; 1.8% of 330,000 active; Q9GZR1; Recombinant SENP6 catalytic domain, aminoluciferin luminescence; inhibition, % at 10 µM;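 active = inhibition above about 50% at the single tested dose, limit read from the data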;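 also: plate controls were DMSO wells with enzyme for no effect and DMSO wells lacking enzyme for full effect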
Target sequence (Q9GZR1 628-1112 limits assumed): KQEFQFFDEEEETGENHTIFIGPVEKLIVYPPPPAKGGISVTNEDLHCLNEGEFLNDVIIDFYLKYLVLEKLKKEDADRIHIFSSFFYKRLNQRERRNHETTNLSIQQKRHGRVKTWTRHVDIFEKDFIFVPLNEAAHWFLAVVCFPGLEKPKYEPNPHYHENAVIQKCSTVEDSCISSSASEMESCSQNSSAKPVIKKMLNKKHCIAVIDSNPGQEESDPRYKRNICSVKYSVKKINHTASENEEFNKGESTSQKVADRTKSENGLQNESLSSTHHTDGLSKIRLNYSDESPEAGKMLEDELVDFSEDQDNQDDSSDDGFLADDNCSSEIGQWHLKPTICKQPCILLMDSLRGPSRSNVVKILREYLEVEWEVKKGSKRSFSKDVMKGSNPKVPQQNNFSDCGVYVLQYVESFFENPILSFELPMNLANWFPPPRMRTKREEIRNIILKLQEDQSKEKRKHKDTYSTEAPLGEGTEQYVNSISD
SENP8 block-1 = blocks the human protease SENP8. Q96LD8. purified SENP8, Z-RLRGG-aminoluciferin cleavage, luminescence. inhibition, % at 10 µM. 1.2% of 330,000 active. AID 2540; in the data active = inhibition above about 50%
SENP1 FRET inh = blocks the human SENP1 SUMO protease catalytic domain; Q9P0U3; recombinant SENP1 catalytic domain, CyPet-SUMO1-YPet FRET cleavage; inhibition, % at 10 µM; 0.21% of 360,000 active; AID 624204;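 active = inhibition at least 30% at 10 µM, raw YFP signal under a set limit, fluorescence ratio 0.5 to 1.5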;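 also: 0% = enzyme with DMSO and 100% = no enzyme wells; some results filed as inactive read as strong as hits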
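Test system: recombinant human SENP1 catalytic domain, His6-tagged / Medium: pH 8 Tris buffer with EDTA, NaCl, BME, BSA, NP40, catalase / Also added: SUMO1 FRET substrate flanked by Cypet and Ypet, 25 nM / Times: 50 min reaction at room temperature / Signal: FRET, CFP and YFP emission / Control set: no-enzyme low control and enzyme-plus-DMSO high control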
SENP7 block = inhibitors of human SENP7 protease; Q9BQF6; recombinant SENP7, Z-RLRGG-aminoluciferin luminescence, 40 min; inhibition, % at 5 µM; 1.5% of 330,000 active; AID 434973;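 active = inhibition above about 50% at the single test dose, limit read from the data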;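 also: plate controls were DMSO with enzyme for no effect and no enzyme buffer wells for full effect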
Target sequence (Q9BQF6 706-1050 limits assumed): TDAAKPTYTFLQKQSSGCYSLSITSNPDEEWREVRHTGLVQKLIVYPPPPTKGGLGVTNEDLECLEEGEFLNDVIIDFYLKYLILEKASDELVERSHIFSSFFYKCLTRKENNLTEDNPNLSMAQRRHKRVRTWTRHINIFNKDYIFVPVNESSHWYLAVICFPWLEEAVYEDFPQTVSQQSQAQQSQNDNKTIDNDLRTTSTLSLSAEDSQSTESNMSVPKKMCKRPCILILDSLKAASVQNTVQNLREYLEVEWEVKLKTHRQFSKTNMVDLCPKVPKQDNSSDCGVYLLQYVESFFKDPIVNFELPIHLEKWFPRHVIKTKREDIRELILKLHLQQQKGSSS
PfGluPho inh = PfG6PD (Plasmodium falciparum) enzyme inhibition; 0.78% of 350,000 active; inhibition, % at 20 µM; PfGluPho enzyme, NADPH resazurin-diaphorase fluorescence;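 active = inhibition reaching at least a set limit at 20 µM in the primary screen, cut at about 59% in these data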;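 also: 0% = DMSO wells with substrate and 100% = DMSO wells lacking glucose-6-phosphate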
Apaf-1 inh = human Apaf-1 inhibition; reconstituted apoptosome caspase-3 activity, DEVD-Rh110 fluorescence; inhibition, % at 20 µM; 0.71% of 330,000 active; AID 489030; active = inhibition of at least 40% at 20 µM;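 also: plate controls were DMSO wells for no effect and DEVD-CHO caspase inhibitor wells for full effect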
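Material: biochemical Apaf-1 apoptosome reconstitution. Medium: Hepes buffer, pH 7.5. Also added: cytochrome c activation, bis-DEVD rhodamine 110 substrate. Timing: 30 min compound preincubation, 50 min activation, room temperature. Measured by: rhodamine 110 fluorescence at Ex 480/Em 540 nm.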
SENP8 block-2 = inhibitors of human SENP8 protease; inhibition, % at 20 µM; recombinant SENP8, Nedd8 substrate fluorescence; 0.64% of 360,000 active; AID 602440; in the data active = inhibition mostly above about 40%, no sharp cut-off; inactive = mostly below about 27%
* = called active by the depositor; i = inactive; x = no result given.

smiles	SENP8 block-2	SENP6 inh	SENP1 FRET inh	SENP8 block-1	HKDC1 inh	PfGluPho inh	SENP7 block	NLRP3 yeast inh	Apaf-1 inh
COc1ccc(Cl)cc1NC(=O)CN1CCC(n2nnc3cc(F)ccc32)CC1	7	7	-1	7	-4	4	3	-8	15
CCN(CC)S(=O)(=O)c1ccc(N2Cc3ccccc3C2=N)cc1	6	9	7	3	-7	-11	5	3	-18
c1csc(CN2CCN(Cc3cccs3)C2c2cccs2)c1	15	-26	0	-6	2	-9	0	8	14
c1ccc(-c2cc(N3CCOCC3)nc3ccccc23)cc1	-326	-6	-2	6	8	-10	6	-13	-6
CCOC(=O)C(=NCCCN1CCOCC1)NNc1cccc(C(F)(F)F)c1	-28	-2	-9	1	-11	-23	4	27	1
Cc1ccc(OCc2nc(-c3ccccn3)no2)c(Br)c1	33	82*	3	90*	3	1	96*	42	21
CCCCOc1ccc(C(=O)OCC(=O)c2c(N)n(C)c(=O)n(C)c2=O)cc1	-3	-20	-3	-13	0	3	-18	13	21
O=C(CCNS(=O)(=O)c1ccccc1F)N1CCN(C(c2ccccc2)c2ccccc2)CC1	14	-13	0	-6	2	5	10	6	11
CCOC(=O)/C=C/C(=O)Nc1cc(S(=O)(=O)Nc2ccc(OC)cc2)ccc1N1CCOCC1	0	-4	1	-6	3	-9	10	17	7
CC(=O)Nc1ccc(S(=O)(=O)NC(C)c2nc(-c3ccccc3)no2)cc1 (stereo not drawn)	9	7	1	0	0	13	8	10	3
CCN1C(=O)CC(N2CCC(Cc3ccccc3)CC2)C1=O (stereo not drawn)	15	-8	1	-4	-2	1	11	3	6
COc1ccc(S(=O)(=O)N2CCOCC2)c(C)c1C	9	5	1	9	-3	-6	6	16	-36
Cc1ccc(C(=O)NC(Cc2ccccc2C(F)(F)F)C(=O)O)cc1 (stereo not drawn)	3	x	1	x	10	-1	-9	x	8
CC(C)n1cnc2c(NCc3ccccc3)nc(NCc3ccccc3)nc21	2	-18	-4	0	2	14	-4	17	17
CC(C)CC(=O)NC(c1ccccc1)c1c(O)ccc2ccccc12 (stereo not drawn)	-87	-1	-2	3	9	2	2	12	10
Cc1sc2nc(C3CC3)nc(N3CCN(C(=O)c4ccc(Cl)cc4)CC3)c2c1C	0	-57	-2	-9	4	-2	-1	6	17

An excerpt of these results, with values under each structure:
Order of results – SENP8 block-2	SENP6 inh	SENP1 FRET inh	SENP8 block-1	HKDC1 inh	PfGluPho inh	SENP7 block	NLRP3 yeast inh	Apaf-1 inh
COc1ccc(S(=O)(=O)N2CCOCC2)c(C)c1C
→ 9	5	1	9	-3	-6	6	16	-36
Cc1ccc(C(=O)NC(Cc2ccccc2C(F)(F)F)C(=O)O)cc1 (stereo not drawn)
→ 3	x	1	x	10	-1	-9	x	8

Following part:
smiles	SENP8 block-2	SENP6 inh	SENP1 FRET inh	SENP8 block-1	HKDC1 inh	PfGluPho inh	SENP7 block	NLRP3 yeast inh	Apaf-1 inh
O=C(COc1ccc(S(=O)(=O)N2CCCC2)cc1Cl)NCc1ccccn1	4	-3	3	-9	-5	6	-9	16	-19
COc1ccc(-c2cc3c(=O)n(CC(=O)Nc4cccc(Cl)c4)ncn3n2)cc1	-71	-20	1	-5	-1	0	2	9	-6
CCOC(=O)N1CCN(c2ccc(S(=O)(=O)N(Cc3ccccc3)Cc3ccccc3)cn2)CC1	-56	-11	1	5	-5	31	5	-17	13
CCN(CC(=O)NCc1cccs1)C(=O)c1cccc(S(=O)(=O)Nc2ccccc2Cl)c1	-9	-12	3	-5	-2	-23	-10	5	9
O=C(NCc1ccccc1)c1c[nH]c2ccc(S(=O)(=O)Nc3ccc4c(c3)OCCO4)cc2c1=O	6	-26	0	4	1	-16	1	1	12
CSCCC(Nc1nc2ccccc2s1)C(=O)O (stereo not drawn)	4	8	2	6	2	-8	6	-2	-1
C[C@H]1CN([C@@H](C)CO)C(=O)c2cccc(NC(=O)Nc3ccc(C(F)(F)F)cc3)c2O[C@@H]1CN(C)S(=O)(=O)c1ccccc1	5	-30	-1	-15	-1	16	-5	12	26
COC(=O)c1c(NS(C)(=O)=O)sc2c1CCCC2	1	7	1	1	-2	29	0	-13	8
Cc1ccccc1OCCC(=O)OCC(=O)NC1CCCC1	10	2	1	-6	-2	7	-8	9	10
O=C(Cc1ccccc1[N+](=O)[O-])NCC(=O)c1ccc2c(c1)OCO2	4	x	1	x	-5	3	x	x	x
CCOC(=O)CCCCCC(=O)Nc1ccc2c(c1)CC(=O)N([C@H](C)CO)C[C@H](C)[C@H](CN(C)S(=O)(=O)c1ccc(OC)cc1)O2	1	6	-3	3	-3	-1	6	16	20
CSCC(C)N1CCC(CO)(CCCc2ccccc2)CC1 (stereo not drawn)	5	-32	-2	-5	-4	-10	-13	12	9
COC(=O)c1[nH]c2ccc(C)cc2c1NC(=O)CN1CCN(c2ccc(F)cc2)CC1	i	-4	4	-10	3	19	-5	12	10
CCn1c(SCC(=O)Nc2nc3ccccc3s2)nnc1-c1ccc(OC)cc1	30	-24	-4	-9	-5	10	-10	19	10
O=C(NCc1ccccc1)[C@]1(C(F)(F)F)C[C@H](CCc2ccccc2)CCCO1	14	-12	-2	-4	-4	1	4	19	3
O=C(Oc1ccccc1)N1CCN(c2ccccc2F)CC1	9	-26	1	-5	5	-13	-5	31	3
CCOc1ccc(/C(O)=C2\C(=O)C(=O)N(CCN(C)C)C2c2cc(OC)ccc2OC)cc1Cl (stereo not drawn)	7	x	1	x	2	-20	x	x	x
O=C(Cn1cnc2c(cnn2-c2ccccc2)c1=O)Nc1ccc(S(=O)(=O)N2CCOCC2)cc1	0	-12	-2	4	0	-8	2	-3	0
COc1nc(OC)nc(Oc2ccc([N+](=O)[O-])cc2Cl)n1	4	5	3	0	-8	9	7	-9	-8
O=C(NCCCN1CCOCC1)c1sc2cc(F)ccc2c1Cl	4	-4	1	5	-5	8	4	5	-5
Cc1cccc(NC(=S)NNC(=O)c2cc3c(s2)CCC(C)C3)c1C (stereo not drawn)	-48	-2	1	-7	-15	-23	-8	-5	16
O=C(c1ccccc1)c1nccn1-c1ccc(Cl)nn1	27	-14	0	2	0	-17	-3	-18	-27
OCc1ccc(OCCCOc2cccc3cccnc23)cc1	-83	6	1	-5	5	8	-2	21	10
CCOc1ccc(S(=O)(=O)N(C)CC(=O)NCc2ccccn2)cc1	14	-19	0	-13	-2	6	-14	24	11
COc1cc(-c2nnc(SCc3c(F)cccc3Cl)o2)cc(OC)c1OC	20	4	2	5	6	7	5	5	20
O=Cc1cnc(N2CCCCC2)s1	12	-1	3	0	-7	-12	12	12	0
COc1ccc(Oc2nc(-c3cccnc3)nc3ccccc23)cc1	-2	8	-4	1	2	11	9	19	11
CC1CCCCC1NC(=O)Cn1[nH]c(=O)c2ccccc2c1=O (stereo not drawn)	18	-22	1	-6	7	-4	-7	-4	4
CCCCn1c(=O)c(F)cn(Cc2ccc(OC)c([N+](=O)[O-])c2)c1=O	10	-14	0	-8	-9	12	-2	-7	3
CCn1c(CCC(N)=O)nnc1SCC(=O)c1cc(C)n(C2CC2)c1C	10	-2	-1	-4	-2	18	-2	-5	-11
O=C1NC(=O)/C(=C\c2ccc(O)cc2O)S1	-46	-15	22	-19	4	-1	-11	16	0
Cc1nnsc1Sc1ccccc1C(=O)O	18	-7	0	-5	-4	-4	11	10	4
O=C(CNC(=O)c1ccco1)Nc1cccc(Cl)c1	11	-12	-1	3	-10	-3	9	11	-1
Cc1nnc(NC(=O)CSc2nc3ccccc3o2)s1	0	1	1	-5	-9	-7	0	9	-14
Cn1cc(Cl)c(-c2n[nH]c(=S)n2-c2ccccc2)n1	18	2	1	2	-4	30	-6	4	0
CN(C)CC(=O)Nc1ccc(S(N)(=O)=O)cc1	9	-3	2	1	-6	-6	8	10	-1
COc1cccc(C(=O)CSc2nnc(-c3cccs3)o2)c1	9	-18	3	-11	-11	13	6	-5	-15
O=C(Cc1ccc(Cl)cc1)Nc1nc2ccccc2[nH]1	-4	-2	1	3	-6	1	5	8	1
COc1cccc(N(CC(=O)NCc2ccccc2)C(=O)CCC(=O)Nc2nccs2)c1	10	-7	6	6	-6	6	2	10	6
O=C(CCCCCN1C(=O)c2ccccc2C1=O)Nc1ccccc1	4	-2	0	-11	-5	3	-2	22	-9
S=C(Nc1ccccc1Oc1ccccc1)NC1CCCC1	0	-12	1	-2	4	-13	-1	14	11
O=C(NNc1ccc(C2CCCCC2)cc1)C(O)(c1ccccc1)c1cccs1 (stereo not drawn)	8	7	2	2	3	20	2	1	28
CC(C)CC(=O)N/N=C/c1c(N)n(C)c(=O)n(C)c1=O	13	-18	-1	-13	-1	-8	-11	-5	0
CCOCc1cc(CN2CCC(n3nccc3NC(=O)C3CC3)CC2)ccc1OC	0	-17	-1	-7	-6	-7	13	9	-5
O=C1c2ccccc2C(=O)c2c(Nc3ccc(CCO)cc3)ccc(O)c21	24	-2	3	8	1	0	-1	25	28
CCCCN1c2ccccc2N(CCCO)c2cc(C)nnc21	21	-5	2	-2	-9	20	-6	31	1
